OXTR agonist – agonists of human oxytocin receptor | P30559 | CHO-OTR cells, Fluo-8 calcium fluorescence; normalized: DMSO 0%, oxytocin 100% | activation, % at 3 µM | hit rate 0.32% among 320,000 | AID 2435;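 active = activation above the mean of all tested compounds plus 3 SD, cutoff set per screening run, cut at about 20% in these data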;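 note: peak over basal fluorescence ratio from a 100 s FLIPR kinetic read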
V1aR counter – V1a receptor agonism, counter-screen for OXTR agonists; P37288; CHO-V1R cells, Fluo-8 calcium fluorescence, agonist mode; 0% DMSO, 100% 3 nM vasopressin; activation, % at 3 µM; hit rate 0.25% among 320,000;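 active = activation above the mean activation of all tested compounds plus 3 SD, per screening run, cut at about 20% in these data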;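 note: signal is peak over basal fluorescence ratio across a 100 second FLIPR read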
Target sequence (P37288 whole entry, looked up): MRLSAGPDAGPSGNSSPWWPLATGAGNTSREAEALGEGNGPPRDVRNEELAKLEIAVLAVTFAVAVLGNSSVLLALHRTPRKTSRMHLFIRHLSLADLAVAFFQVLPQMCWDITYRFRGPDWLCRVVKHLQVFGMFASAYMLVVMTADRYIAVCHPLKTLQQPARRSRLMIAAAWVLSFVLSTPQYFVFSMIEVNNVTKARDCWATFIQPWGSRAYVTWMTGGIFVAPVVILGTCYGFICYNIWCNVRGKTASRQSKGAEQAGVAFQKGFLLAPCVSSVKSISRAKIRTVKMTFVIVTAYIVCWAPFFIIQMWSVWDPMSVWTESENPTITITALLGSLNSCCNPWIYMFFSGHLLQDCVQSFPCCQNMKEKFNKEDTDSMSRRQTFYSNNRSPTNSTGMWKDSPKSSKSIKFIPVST
CHRM1 antagonist – blocks human M1 muscarinic receptor; P11229; CHO-K1 hM1, Fluo-8 calcium fluorescence, ACh EC80 antagonist; inhibition, % at 3 µM; hit rate 1.3% among 360,000;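 active = percent inhibition above its own plate's cutoff, namely the mean of that plate's compound wells plus 3 SD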;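 note: peak over basal fluorescence ratio during 140 s after agonist addition; 0% = ACh EC80 plus DMSO and 100% = DMSO alone without agonist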
Target sequence (P11229 whole entry, looked up): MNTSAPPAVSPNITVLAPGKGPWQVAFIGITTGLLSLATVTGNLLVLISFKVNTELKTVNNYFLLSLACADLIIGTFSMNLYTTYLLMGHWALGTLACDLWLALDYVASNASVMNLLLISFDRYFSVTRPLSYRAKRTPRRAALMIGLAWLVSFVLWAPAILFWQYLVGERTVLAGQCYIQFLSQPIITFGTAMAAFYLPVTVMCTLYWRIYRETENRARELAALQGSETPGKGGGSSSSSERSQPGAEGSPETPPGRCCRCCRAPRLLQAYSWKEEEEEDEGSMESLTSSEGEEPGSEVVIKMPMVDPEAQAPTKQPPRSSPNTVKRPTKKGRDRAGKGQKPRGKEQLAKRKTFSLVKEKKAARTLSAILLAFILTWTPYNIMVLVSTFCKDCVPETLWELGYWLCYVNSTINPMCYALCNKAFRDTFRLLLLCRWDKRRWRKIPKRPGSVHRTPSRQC
TAAR1 agonist – human TAAR1 agonism. CHO RD-HGA16 TAAR1, Fluo-8 calcium fluorescence; vehicle wells 0%, saturating PEA agonist 100%. activation, % at 3 µM. hit rate 0.99% among 360,000;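 active = activation above the mean activation of all test compounds in the run plus 3 SD, cut at about 38% in these data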
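System: CHO-derived RD-HGA16 cells with stable Gα16 and human TAAR1 / Times: 17-24 h plating, Fluo-8 75 min 37 °C, 30 min RT / Technique: calcium-sensitive Fluo-8 signal, excitation 470-495, emission 515-575 nm / Measure: % activation relative to PEA EC100 response / Benchmarks: DMSO and PEA EC100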
TAAR1 antagonist – antagonists of human TAAR1; Q96RJ0; CHO RD-HGA16 TAAR1, Fluo-8 calcium fluorescence, antagonist; inhibition, % at 3 µM; hit rate 1.5% among 360,000; AID 624466;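 active = inhibition above a per-plate cutoff, the mean inhibition of test compounds on that plate plus 3 SD, cut at about 49% in these data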;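 note: 0% = DMSO plus EC80 beta-PEA response and 100% = DMSO alone without agonist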
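test system = CHO RD-HGA16 cells bearing hTAAR1 | replication = singlicate | controls = DMSO-only wells and EC80 β-PEA-stimulated wells | reagent = EC80 β-phenethylamine stimulus | read-out basis = percent inhibition of PEA-evoked calcium signal, max/basal emission ratio | schedule = seeding 17-24 h prior, 75-min 37 °C, 30-min RT dye loading | signal = kinetic Fluo-8 calcium fluorescence measurement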
CHRM1 agonist – agonists of human M1 muscarinic receptor. P11229. CHO-K1 hM1, Fluo-8 calcium fluorescence, agonist mode; 0% DMSO, 100% acetylcholine EC100. activation, % at 3 µM. hit rate 0.33% among 360,000;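 active = activation above the run's mean compound activation plus 3 SD, cut at about 16% in these data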;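 note: peak over basal fluorescence ratio within a 140 s kinetic read after compound addition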
CHO parental Ca – counter-screen for OX1R antagonists: effect in parental CHO cells; parental CHO-K1, ATP-induced calcium, Fluo-8 fluorescence; inhibition, % at 5.6 µM; AID 463079; hit rate 0.63% among 330,000;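 active = inhibition above that plate's mean sample inhibition plus 3 SD, cut at about 26% in these data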;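 note: 0% = ATP-challenged DMSO wells and 100% = DMSO wells without ATP; some compounds past the cut are filed as inactive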
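test system = CHO parental line | reagent = ATP stimulus | measured by = intracellular calcium via Fluo-8 no-wash fluorescent dye | control set = ATP and no-ATP DMSO wells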
CHRM1 PAM – positive allosteric modulators of human M1 muscarinic receptor; AID 588819; activation, % at 3 µM; P11229; hit rate 0.088% among 360,000; CHO-K1 hM1, Fluo-8 calcium fluorescence, ACh EC20; 0% = ACh EC20, 100% = maximal ACh; in the data active = activation above about 19%, passing the limit was not always enough
OXTR potentiate – potentiates the human oxytocin receptor response; hit rate 0.061% among 320,000; CHO-OTR cells, Fluo-8 calcium fluorescence, potentiator mode; 0% = oxytocin EC15, 100% = EC100; activation, % at 3 µM;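 active = activation above that plate's cutoff, the mean activation of tested compounds plus 3 SD, cut at about 6.6% in these data, passing the limit was not always enough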;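 note: 100% uses oxytocin at 75 nM as the full agonist control; some results filed as inactive read as strong as hits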
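Material: CHO-OTR cells, human receptor; compound dosing: single dose, 3.0 µM nominal final compound concentration; schedule: 6 min compound pre-incubation at room temperature, 100 s kinetic read; measured by: kinetic Fluo-8 calcium fluorescence; read-out basis: % activation vs EC15 and EC100 oxytocin; controls: EC15 oxytocin alone as 0%, 75 nM oxytocin as 100%; replicates: singlicate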
An asterisk follows results filed as active; . = not tested or not shown. No enrichment for hits, and some 3.7% of all compounds hit somewhere here.

cpd	Compound	OXTR agonist	V1aR counter	CHRM1 antagonist	TAAR1 agonist	TAAR1 antagonist	CHRM1 agonist	CHO parental Ca	CHRM1 PAM	OXTR potentiate
1	COc1cccc(CC(=O)Nc2nc3ccccc3[nH]2)c1	-0.2	1.8	3.0	0.7	-9.8	1.3	-5.4	4.1	-9.7
2	CCOC(=O)N1CCN(C(=O)c2c[nH]c3ccc(S(=O)(=O)N(C)c4ccccc4C)cc3c2=O)CC1	0.0	0.3	-6.9	2.9	-7.0	-2.4	-10.8	7.0	-2.8
3	CCc1ccccc1OCC(=O)NCC1COc2ccccc2O1 (configuration not stated)	-0.9	0.1	-11.1	0.2	-1.8	-2.2	-26.6	2.9	-7.4
4	Cc1ccc(NC(=O)c2cc3cccc([N+](=O)[O-])c3[nH]2)cc1	-3.2	0.2	12.1	-0.9	-4.9	-5.0	-13.8	-4.6	-9.8
5	COc1ccc(C=O)cc1CSc1ncccc1C(=O)O	-0.6	0.3	-7.9	0.6	0.4	-2.1	2.1	11.8	-6.1
6	COc1ccc(-c2cc(=O)c3ccccc3s2)cc1	-1.5	-0.8	-1.0	0.3	1.3	-3.9	-19.5	1.4	-13.9
7	CCN(CC(=O)Nc1ccc(NC(C)=O)cc1)C(=O)CCN1C(=O)C2CC=CCC2C1=O (configuration not stated)	.	.	-14.2	1.4	-13.5	2.6	.	13.2	.
8	CCN(C)Cc1c(C(=O)N2CCc3ccccc3C2)nc2ccc(Cl)cn12	0.0	-0.2	-9.2	9.6	-14.9	-9.9	-17.8	7.4	-4.9
9	Cc1cccc(-n2c(SCC(=O)NC3CCCC3)nnc2-c2ccoc2C)c1	-0.4	-1.1	-8.2	-0.4	8.7	-1.0	-17.3	4.7	-5.1
10	CC1=C(C#N)C2(O)C(=O)c3ccccc3C2(O)N1 (configuration not stated)	0.6	1.1	5.0	1.5	-18.2	-2.2	-6.7	-0.4	-4.0

2 entries picked at random from those above:
cpd	Compound	OXTR agonist	V1aR counter	CHRM1 antagonist	TAAR1 agonist	TAAR1 antagonist	CHRM1 agonist	CHO parental Ca	CHRM1 PAM	OXTR potentiate
8	CCN(C)Cc1c(C(=O)N2CCc3ccccc3C2)nc2ccc(Cl)cn12	0.0	-0.2	-9.2	9.6	-14.9	-9.9	-17.8	7.4	-4.9
2	CCOC(=O)N1CCN(C(=O)c2c[nH]c3ccc(S(=O)(=O)N(C)c4ccccc4C)cc3c2=O)CC1	0.0	0.3	-6.9	2.9	-7.0	-2.4	-10.8	7.0	-2.8

Next part:
cpd	Compound	OXTR agonist	V1aR counter	CHRM1 antagonist	TAAR1 agonist	TAAR1 antagonist	CHRM1 agonist	CHO parental Ca	CHRM1 PAM	OXTR potentiate
11	O=C([C@@H]1CCCN1C1=NS(=O)(=O)c2ccccc21)N1CCN(c2ccccc2)CC1	.	.	-9.6	1.9	-15.0	-5.3	.	5.5	.
12	Cc1cc(N2C(=O)C(O)=C(C(=O)c3cc4ccccc4o3)C2c2cccs2)no1 (configuration not stated)	-0.6	0.8	-10.7	-0.6	-42.3	-2.5	-1.8	7.1	-4.6
13	CC(C)C(=O)Nc1ccc(C(=O)NC2CCSC2=O)cc1 (configuration not stated)	0.7	0.2	-7.3	2.4	2.8	-2.7	10.8	12.3	2.4
14	CC1CCN(C(=O)C(Cc2ccccc2)n2cccc2)CC1 (configuration not stated)	-2.0	-0.5	8.0	0.4	-8.3	-4.7	-19.7	-10.2	-2.1
15	Cc1ccccc1N=C1NN=C(c2ccccc2F)CS1	-0.1	1.2	-8.8	6.0	-9.8	-8.7	-9.6	6.8	-2.6
16	COc1ccc(-c2cc(=O)[nH]c(=O)[nH]2)cc1	-1.8	0.8	-14.4	1.1	-8.1	-1.6	-3.6	8.4	-9.4
17	CCOC(=O)/C(C#N)=C/c1ccc(N2CCCCC2)cc1	0.4	4.3	4.4	2.9	24.3	-2.0	-6.0	-10.6	-11.4
18	CCOC(=O)c1c(NC(=O)CSc2nncs2)sc(C)c1-c1ccccc1	-1.4	0.9	7.7	1.8	14.8	-10.2	-15.3	4.6	-10.9
19	COc1ccc(CC(=O)NNC(=O)COc2ccc3ccccc3c2)cc1	0.6	0.2	1.4	6.0	-26.4	-2.8	13.7	4.2	-5.7
20	CC(Sc1nnc(-c2ccccc2F)n1C1CC1)C(=O)NC(N)=O (configuration not stated)	0.5	1.4	-7.7	-0.9	3.6	-3.1	-5.4	2.7	-1.7
21	C=CCN(CC=C)S(=O)(=O)c1ccc2nsnc2c1	-2.0	-2.1	-1.1	2.8	-2.7	-9.8	2.8	2.5	0.1
22	COc1cccc(N(CC(=O)NCc2cccnc2)S(C)(=O)=O)c1	-0.5	-0.1	-2.7	9.8	-12.2	-3.9	-9.6	6.5	-12.5
23	CCCCCC(=O)N1CCCC1	.	.	-9.1	-0.3	6.9	-3.0	.	10.4	.
24	CCCc1nc(SCC(=O)N2CCN(c3ccccc3)CC2)c2c(=O)n(C)c(=O)n(C)c2n1	-0.5	-0.5	-5.7	5.2	20.0	-6.3	-14.4	-0.3	-1.5
25	COc1cc(OC)cc(-c2c(C#Cc3ccsc3)c3cc(-c4ccc(SC)cc4)ccc3n2C)c1	0.1	0.0	5.5	6.1	8.2	-1.8	-22.7	6.9	1.1
26	CCN1CCN(C(=O)N[C@@H](C(=O)N[C@@H]2C(=O)N3C(C(=O)O)=C(CSc4nnnn4C)CS[C@H]23)c2ccc(O)cc2)C(=O)C1=O	-0.3	-0.4	-26.8	1.0	5.4	-2.6	-9.8	6.1	-9.9
27	CS(=O)(=O)N1CCN(c2ccc(C(=O)N3CCOCC3)cc2[N+](=O)[O-])CC1	0.2	1.3	8.9	9.4	-3.6	-0.6	-9.4	-0.8	-0.1
28	O=C(Nc1ccnn1C1CCN(Cc2ccc(CO)o2)CC1)c1ccc2c(c1)OCO2	-0.4	-0.5	-20.4	2.2	-17.2	-2.3	-1.9	14.0	-0.1

Laid out differently: entries from further up.
20: CC(Sc1nnc(-c2ccccc2F)n1C1CC1)C(=O)NC(N)=O (configuration not stated)
21: C=CCN(CC=C)S(=O)(=O)c1ccc2nsnc2c1
22: COc1cccc(N(CC(=O)NCc2cccnc2)S(C)(=O)=O)c1
23: CCCCCC(=O)N1CCCC1
24: CCCc1nc(SCC(=O)N2CCN(c3ccccc3)CC2)c2c(=O)n(C)c(=O)n(C)c2n1
25: COc1cc(OC)cc(-c2c(C#Cc3ccsc3)c3cc(-c4ccc(SC)cc4)ccc3n2C)c1
26: CCN1CCN(C(=O)N[C@@H](C(=O)N[C@@H]2C(=O)N3C(C(=O)O)=C(CSc4nnnn4C)CS[C@H]23)c2ccc(O)cc2)C(=O)C1=O
27: CS(=O)(=O)N1CCN(c2ccc(C(=O)N3CCOCC3)cc2[N+](=O)[O-])CC1
entry no.	20	21	22	23	24	25	26	27
OXTR agonist	0.5	-2.0	-0.5	.	-0.5	0.1	-0.3	0.2
V1aR counter	1.4	-2.1	-0.1	.	-0.5	0.0	-0.4	1.3
CHRM1 antagonist	-7.7	-1.1	-2.7	-9.1	-5.7	5.5	-26.8	8.9
TAAR1 agonist	-0.9	2.8	9.8	-0.3	5.2	6.1	1.0	9.4
TAAR1 antagonist	3.6	-2.7	-12.2	6.9	20.0	8.2	5.4	-3.6
CHRM1 agonist	-3.1	-9.8	-3.9	-3.0	-6.3	-1.8	-2.6	-0.6
CHO parental Ca	-5.4	2.8	-9.6	.	-14.4	-22.7	-9.8	-9.4
CHRM1 PAM	2.7	2.5	6.5	10.4	-0.3	6.9	6.1	-0.8
OXTR potentiate	-1.7	0.1	-12.5	.	-1.5	1.1	-9.9	-0.1

28: O=C(Nc1ccnn1C1CCN(Cc2ccc(CO)o2)CC1)c1ccc2c(c1)OCO2
entry no.	28
OXTR agonist	-0.4
V1aR counter	-0.5
CHRM1 antagonist	-20.4
TAAR1 agonist	2.2
TAAR1 antagonist	-17.2
CHRM1 agonist	-2.3
CHO parental Ca	-1.9
CHRM1 PAM	14.0
OXTR potentiate	-0.1

Bioassay records as filed in PubChem BioAssay.
